Bioassay records from PubChem.
Mtb BioA inh: blocks M. tuberculosis BioA enzyme activity; purified M. tuberculosis BioA enzyme, plate reader; inhibition, % at 9.99 µM; 0.096% of 360,000 active; in the data active = inhibition above about 40%; inconclusive = no clear call, values can overlap the other calls
CCHFV vOTU inh: CCHFV vOTU protease inhibition; Pep-AMC fluorescence; inhibition, % at 11.5 µM; 0.55% of 370,000 active; AID 651958; also: 0% = vehicle wells with enzyme and 100% = no enzyme wells
FadD28 binding: inhibitors of Mycobacterium tuberculosis FadD28 bisubstrate binding; inhibition, % at 12.5 µM; 0.22% of 360,000 active; AID 588549; FadD28 bisubstrate probe binding, fluorescence polarization; in the data active = inhibition above about 8.5%, passing the limit was not always enough; inconclusive = no clear call, values can overlap the other calls
BoNT-F LC inh: BoNT F light chain protease inhibition. 0.22% of 360,000 active. Multiplex microsphere protease cleavage assay, flow cytometry. inhibition, % at 10 µM; in the data active = inhibition above about 35%, passing the limit was not always enough; inconclusive = no clear call, values can overlap the other calls; also: plate controls were buffer without enzyme for full effect and enzyme alone for no effect
BoNT-A LC inh2: blocks Botulinum neurotoxin A light chain protease | 0.17% of 360,000 active | inhibition, % at 10 µM | multiplex microsphere protease substrate cleavage, flow cytometry; in the data active = inhibition above about 30%; inconclusive = no clear call, values can overlap the other calls; also: plate controls were buffer without enzyme for full effect and enzyme alone for no effect
PrPC TRFRET: reduces human prion protein on the cell surface. P04156. cell surface PrPC, TR-FRET read-out. inhibition, % at 13.8 µM. 0.43% of 370,000 active; in the data active = inhibition above about 24%; also: 0% = median of the test wells and 100% = reference compound wells
UGM FP inh: inhibitors of M. tuberculosis UDP-galactopyranose mutase; P9WIQ1; purified UGM, fluorescence polarization probe displacement; inhibition, % at 10 µM; 0.06% of 320,000 active; AID 504406; in the data active = inhibition above about 10%, passing the limit was not always enough; inconclusive = no clear call, values can overlap the other calls
Target sequence (P9WIQ1 whole entry, looked up): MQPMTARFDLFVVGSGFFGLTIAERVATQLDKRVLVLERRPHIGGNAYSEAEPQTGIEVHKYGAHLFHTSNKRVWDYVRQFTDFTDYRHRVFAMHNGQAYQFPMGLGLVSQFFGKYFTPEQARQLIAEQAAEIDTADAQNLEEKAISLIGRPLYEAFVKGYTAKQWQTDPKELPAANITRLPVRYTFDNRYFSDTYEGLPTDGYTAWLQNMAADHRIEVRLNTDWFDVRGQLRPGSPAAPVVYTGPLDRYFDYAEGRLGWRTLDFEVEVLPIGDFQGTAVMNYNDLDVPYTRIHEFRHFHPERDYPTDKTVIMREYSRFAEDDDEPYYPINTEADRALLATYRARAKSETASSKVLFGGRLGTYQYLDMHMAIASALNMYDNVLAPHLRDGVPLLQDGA
Mtb FBA inh: inhibits M. tuberculosis FBA enzyme. P9WQA3. purified M. tuberculosis FBA, fluorescence read-out. inhibition, % at 1 µM. 2.3% of 360,000 active; in the data active = inhibition above about 27%;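 also: 0% = vehicle and 100% = reference inhibitor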
Target sequence (P9WQA3 whole entry, looked up): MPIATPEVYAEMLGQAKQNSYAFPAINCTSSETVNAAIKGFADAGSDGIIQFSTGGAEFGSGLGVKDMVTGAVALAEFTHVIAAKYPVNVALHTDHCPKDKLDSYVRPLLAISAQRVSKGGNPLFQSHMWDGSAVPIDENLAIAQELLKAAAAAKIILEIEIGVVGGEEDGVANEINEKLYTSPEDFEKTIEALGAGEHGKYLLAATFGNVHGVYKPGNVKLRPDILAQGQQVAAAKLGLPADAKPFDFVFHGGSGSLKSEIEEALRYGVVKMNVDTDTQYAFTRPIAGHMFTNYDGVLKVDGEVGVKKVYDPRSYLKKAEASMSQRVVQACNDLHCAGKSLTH
GDH-TPI counter: inhibits GDH-TPI coupling enzymes, artifact for Mtb FBA screen | GDH-TPI coupled enzyme counterscreen, NADH absorbance | inhibition, % at 4.8 µM | 1.2% of 360,000 active | AID 588335;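 also: 0% = DMSO wells and 100% = wells lacking the enzyme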
* hit, by the source's call; u = inconclusive; x = no result given; + = active, no number; & = joins results of further samples. Rule as the data show it, unless noted: active = inhibition above about 30%; inactive = the rest. Rows were taken by chance. About 4.8% of those tested had a hit in this group.

SMILES	Mtb BioA inh	CCHFV vOTU inh	FadD28 binding	BoNT-F LC inh	BoNT-A LC inh2	PrPC TRFRET	UGM FP inh	Mtb FBA inh	GDH-TPI counter
O=C1CC(c2ccccc2)NC(=S)N1 (stereo not drawn)	0.4	5.0	-0.3	1.4	0.1	-1.9	x	-1.1	-0.9
O=C(Nc1cccc(S(=O)(=O)N2CCCC2)c1)c1ccco1	-1.2	8.2	-2.3	6.9	4.2	7.2	-0.6	3.0	-0.3
CN1CCN(C(=O)c2ccc(NC(=O)c3ccc(Br)o3)cc2)CC1	x	-7.0	x	5.7	0.8	-6.2	x	x	x
C[C@H](NC(=O)c1nc[nH]c1C(=O)N[C@@H](Cc1ccccc1)C(=O)OCc1ccccc1)C(=O)OC(C)(C)C	-2.0	13.2	-1.7	7.0	-0.4	-1.1	-2.0	1.1	10.0
O=C(COC(=O)C1CC1)Nc1ccccc1Sc1ccccc1	x	-12.4	-3.2	-3.1	0.2	-4.1	-2.7	-0.1	-5.8
CSc1ccc(C2C3(C#N)C(N)=NC4(OCCO4)C23C#N)cc1 (stereo not drawn)	0.2	6.1	-2.8	-1.6	0.1	-18.2	0.7	0.2	7.8
CN1CCC(N(C)C(=S)NCCc2ccccc2)CC1	x	-11.0	0.5	1.9	-0.7	-3.2	1.0	1.4	0.6
CCc1c(C)c2ccc(O)c(CN3CCCC3)c2oc1=O	-2.4	-359.9	x	5.5	-1.3	-2.1	-1.5	x	34.5*
OCCCCNCc1ccc(OCc2ccccc2Cl)cc1	-0.3	-2.3	-3.0	-15.7	-0.5	-5.8	2.7	2.0	8.2
COc1ccc(CNC(=O)O[C@]23C[C@H]4C(=O)N(c5ccccc5)C(=O)[C@H]4C[C@@]2(O)CN(S(=O)(=O)c2ccc(C)cc2)C3)cc1OC	-4.1	0.3	-1.4	-1.0	-0.5	3.8	x	0.0	2.4
COC(=O)[C@@H]1C[C@@]2(O)[C@@H](O)[C@@H](O)[C@@H](O)C[C@H]2N1CC(c1ccccc1)c1ccccc1	-1.8	-4.3	-0.4	-2.8	0.4	3.6	0.1	2.5	8.8
Cc1ccccc1NC(=O)CNc1ccc(Cl)c(C(F)(F)F)c1	2.7	0.4	-2.8	-5.3	0.3	4.8	-0.8	-1.0	5.7
CN1CCN(S(=O)(=O)c2cccc(C(=O)Nc3sccc3C(N)=O)c2)CC1	0.0	-3.0	-3.0	-20.4	-1.0	-0.8	-0.4	1.3	16.0
Cc1c(CC(=O)O)c(=O)oc2cc(OCc3nn[nH]n3)ccc12	-1.1	-57.3	-1.0	-3.2	-0.4	2.8	-1.9	+	10.7
COc1cccc(NC(=O)C(OC(=O)c2cnc(C)cn2)c2ccccc2)c1 (stereo not drawn)	-1.1	-5.9	0.7	-4.5	-1.2	6.7	2.1	-2.3	-9.3
CC1CCN(S(=O)(=O)c2ccc(C(=O)NCc3cccnc3)cc2)CC1	x	1.9	-3.8	-1.2	-0.2	10.2	-0.7	-0.8	-7.1
COc1ccc(C)cc1S(=O)(=O)N(CC(=O)N1CCCC1)c1ccc(C)cc1	-1.0	-3.3	-3.4	0.8	1.8	-1.7	1.2	-1.4	1.4
CCCC(O)(c1ccc(CC)cc1)C(CN1CCOCC1)c1ccccc1 (stereo not drawn)	10.2	8.7	-2.5	20.2	-4.2	7.2	1.6	5.5	6.0
Cc1ccnc(NC(=O)CCCOc2ccccc2)c1	x	2.5	-0.2	-4.8	-0.3	10.6	0.5	10.9	7.4
COCc1c(C(=O)N2CCN(Cc3nc4ccccc4s3)CC2)oc2ccccc12	6.2	5.3	-2.2	2.1	-0.7	-3.3	-2.4	3.6	4.0
CC1=C(C(=O)OCC(C)C)C23C(=O)c4ccccc4C2(O1)OC(N)=C3C#N (stereo not drawn)	0.6	-16.7	-3.8	-2.2	0.3	-4.2	1.2	-0.8	3.3
C/C(=C\C(=O)c1ccc(Br)cc1)NCc1ccc(C)cc1	-1.1	0.8	-4.3	-0.1	-0.2	0.3	0.5	1.6	27.2
CC(=O)n1nc(-c2ccccc2)cc1-c1ccccc1	x	-4.0	-1.9	u	-2.0	-5.9	0.3	0.1	-4.8
Cc1cc2c(=O)n(C)c(SCC(=O)Nc3cccc(F)c3)nc2s1	0.1	8.9	-4.7	1.3	-1.0	-2.6	-0.8	-0.1	1.5
CC(=O)NC12CC3CC(C1)CC(C(=O)OCC(=O)Nc1ncc(Cl)c(C)c1Cl)(C3)C2	3.6	-15.3	0.6	6.7	0.8	-0.5	-2.4	0.5	3.7

A run of entries of the results above, for reference:
SMILES	Mtb BioA inh	CCHFV vOTU inh	FadD28 binding	BoNT-F LC inh	BoNT-A LC inh2	PrPC TRFRET	UGM FP inh	Mtb FBA inh	GDH-TPI counter
O=C1CC(c2ccccc2)NC(=S)N1 (stereo not drawn)	0.4	5.0	-0.3	1.4	0.1	-1.9	x	-1.1	-0.9
O=C(Nc1cccc(S(=O)(=O)N2CCCC2)c1)c1ccco1	-1.2	8.2	-2.3	6.9	4.2	7.2	-0.6	3.0	-0.3
CN1CCN(C(=O)c2ccc(NC(=O)c3ccc(Br)o3)cc2)CC1	x	-7.0	x	5.7	0.8	-6.2	x	x	x
C[C@H](NC(=O)c1nc[nH]c1C(=O)N[C@@H](Cc1ccccc1)C(=O)OCc1ccccc1)C(=O)OC(C)(C)C	-2.0	13.2	-1.7	7.0	-0.4	-1.1	-2.0	1.1	10.0

Continuation:
SMILES	Mtb BioA inh	CCHFV vOTU inh	FadD28 binding	BoNT-F LC inh	BoNT-A LC inh2	PrPC TRFRET	UGM FP inh	Mtb FBA inh	GDH-TPI counter
CC1C/C(=N/Nc2ccc([N+](=O)[O-])cc2[N+](=O)[O-])CC(C)(C)C1 (stereo not drawn)	-2.7	-17.9	-0.8	-18.8	-1.0	2.9	-3.3	-6.7	4.0
Cc1cc(C)c(C#N)c(SCC(=O)NC2CC2)n1	-0.2	2.1	0.4	-0.1	0.4	-2.6	0.7	3.2	6.8
COc1ccc(S(=O)(=O)Nc2ccc3c(c2)C(=O)N([C@H](C)CO)C[C@H](C)[C@@H](CN(C)C(=O)Nc2ccc4c(c2)OCO4)O3)cc1	1.4&0.0	3.6	-0.9	-7.5	-0.1	2.2	-1.9	-0.2	2.6
Cc1cccc(NC(=O)Cn2cnc3c(oc4ccccc43)c2=O)c1C	0.4	0.2	-3.3	-0.5	0.0	10.0	-1.8	-3.3	0.0
COc1ccc(NC(=O)Cn2nnc(-c3ccccc3NC(=O)C3CC3)n2)cc1	-2.1	9.7	0.1	-2.2	0.3	2.0	-0.9	-1.4	1.3
CCOC(=O)C1=CC[C@@H](c2ccccc2)N(S(=O)(=O)c2ccc(C)cc2)[C@H]1/C=C/c1ccccc1	0.6	1.4	-4.0	-7.9	-1.2	3.3	x	-2.5	x
CCc1cc(CNC(=O)CC2C(=O)NCCN2Cc2cccc(OC)c2)on1 (stereo not drawn)	x	-13.2	-1.7	-2.0	0.5	3.2	4.5	-6.3	7.2
Nc1nnnn1/N=C/c1ccccc1Cl	0.5	5.4	-0.4	-0.2	-0.3	1.9	x	1.7	5.8
CCc1ccc(/C=C2\SC(=S)N(CCCC(=O)Nc3ccc(C(=O)O)cc3)C2=O)cc1	-0.9	-44.1	1.6	-0.3	-4.6	3.9	0.6	4.5	2.5
O=C(Nc1nc(-c2ccco2)c(-c2ccco2)s1)c1c(F)cccc1Cl	-1.1	15.8	-1.9	6.7	0.7	-9.4	-0.7	-1.5	10.5
CC(C)c1onc(C(=O)Nc2cccc(O)c2)c1[N+](=O)[O-]	x	-9.3	2.4	3.2	-0.5	3.1	1.9	2.5	2.2
Cc1ccccc1Cn1c(C)c(C(=O)NCc2ccc(Cl)c(Cl)c2)sc1=O	-0.7	0.3	-2.9	0.6	-0.6	5.9	x	-1.9	-2.4
N#Cc1cc(-c2ccccc2)oc1/N=C/c1ccccc1O	1.9	-20.6	-0.2	-9.5	-1.3	7.3	2.9	58.6*	10.4
Nc1nonc1-n1nnc(C(=O)N/N=C/c2ccco2)c1-c1ccccc1	4.7	1.1	-5.0	6.6	1.1	-1.1	2.4	-2.7	25.6
Oc1ccc2c3c1O[C@H]1[C@@H](O)CC[C@@]4(O)[C@@H](C2)N(CC2CCC2)CC[C@]314	1.0&0.0	-7.8&3.8	-2.4&1.1	-16.0&-14.0	-0.5&-2.3	10.1&-6.9	-0.4&-3.0	1.2&3.4	-10.9&9.2
O=c1[nH]c2cc(C(F)(F)F)ccc2n1-c1cc(C(F)(F)F)ccc1O	3.4	14.4	0.1	-0.5	-0.4	6.5	2.8	3.2	4.3
COc1ccc(OCC(=O)Nc2ccc(S(=O)(=O)N3CCCCC3)cc2)cc1	-1.3	-12.9	-0.2	5.8	-0.9	12.6	-0.4	0.9	-1.9
CCOc1cc(C(=O)Oc2cc(C)[nH]c(=O)c2[N+](=O)[O-])cc(OCC)c1OCC	-2.5	3.3	-2.0	-0.2	0.2	0.2	2.9	-1.0	4.3
O=C(O)c1cnn2cc(-c3[nH]ncc3[N+](=O)[O-])cnc12	x	-5.1	-2.9	-5.5	0.3	-16.1	0.7	-0.9	4.4
CC1CCC(=NNS(=O)(=O)c2ccc([N+](=O)[O-])cc2)CC1 (stereo not drawn)	x	-21.4	-4.8	1.4	0.8	-14.6	x	-2.2	-2.3
CC(C)C(=O)Nc1nnc(S(=O)(=O)N2CCCCCC2)s1	0.1	5.4	-1.9	-14.8	-0.5	-4.2	-1.6	-1.0	-1.9
CCCN(CCC)S(=O)(=O)c1cccc(-c2csc(C)n2)c1	0.1	18.2	-3.8	-3.3	0.5	4.6	1.6	-6.2	-10.1
COC(=O)C1C(O)CCC2CN3CCc4c([nH]c5ccccc45)C3CC21 (stereo not drawn)	-2.7	-7.3	0.6	-39.6	1.8	-5.5	0.8	4.7	2.0
CCCN1C(=O)CC(Sc2ncccc2C(=O)O)C1=O (stereo not drawn)	-0.8	-15.8	-0.6	6.5	-0.7	-6.1	-0.9	0.9	-1.3
CC(=O)N1CCN(c2ncnc3ccccc23)CC1	23.0	16.2	-2.4	u	-3.0	9.0	-1.2	-3.3	29.4

The results go on.
SMILES	Mtb BioA inh	CCHFV vOTU inh	FadD28 binding	BoNT-F LC inh	BoNT-A LC inh2	PrPC TRFRET	UGM FP inh	Mtb FBA inh	GDH-TPI counter
CCOC(=O)C(CCCCOc1ccc([N+](=O)[O-])cc1)C(=O)OCC	-0.9	x	-0.6	-3.7	-0.2	x	0.1	1.5	21.2
CCc1ccc(OCC(=O)N/N=C(\C)c2ccc(OC(F)F)cc2)cc1	x	18.8	-2.0	-6.0	-0.4	7.6	1.2	0.1	7.6
O=c1[nH]c(-c2ccc(F)cc2)nc2c1sc(=S)n2-c1ccccc1	0.0	-10.7	-2.0	-8.3	-0.9	0.8	-2.3	1.1	8.6
CN(C)S(=O)(=O)c1cc(NC(=O)COC(=O)CCSc2ccc(Cl)cc2)ccc1Cl	x	15.6	1.8	-5.0	-1.4	7.9	0.3	-0.5	-3.0
CC(C)(C)OC(=O)NCCCC(CCCNC(=O)OC(C)(C)C)C(=O)O	-4.6	-0.6	1.4	2.0	0.3	0.2	-2.6	-1.5	9.1
COc1cccc(OC)c1OCCNCC1CSc2ccccc2O1 (stereo not drawn)	2.0	-3.0	-1.4	-5.5	0.4	-4.9	-1.0	2.3	-6.3
Cn1c(=O)n(CC(=O)O)c(=O)c2c1nc1n2CCS1	-1.5&-1.3	-5.3&-15.5	-2.8&-0.4	u	-0.1&-5.8	-0.5&3.4	-0.5&-1.6	3.7&0.4	1.4&6.3
COc1ccccc1Nc1cc(C(=O)NCCCN2CCOCC2)c2ccccc2n1	0.8	-3.8	-3.1	-7.8	-0.2	2.9	-0.9	-1.8	13.2
CSCCC(C(=O)N1C[C@]2(C)C[C@H]1CC(C)(C)C2)N1C(=O)c2ccccc2C1=O (stereo partly drawn)	0.6	13.3	-1.1	8.1	0.3	-14.9	-1.1	3.3	8.0
COc1ccc(CCNC(=O)/C(C#N)=C2\N=C(NC(=O)c3ccco3)c3ccccc32)cc1	0.1	-7.6	-2.5	x	x	-1.1	1.3	1.0	15.9
COc1ccc(CC(NC(C)=O)C(=O)N2CCN(C(=O)Nc3cccc(F)c3)CC2)cc1OC (stereo not drawn)	x	-0.1	-1.1	-1.7	-1.6	-4.8	-0.2	1.2	0.8
CC(=O)c1ccc(N2CCN(c3ncc(C(F)(F)F)cc3Cl)CC2)cc1	-0.1	-1.5	-2.8	-8.7	0.1	-0.7	-0.8	1.3	7.7
